Source: PubChem BioAssay (National Center for Advancing Translational Sciences (NCATS))
ALOX12 inh = Primary qHTS assay for inhibitors of human arachidonate 12S-lipoxygenase (ALOX12): Round 2; Polyunsaturated fatty acid lipoxygenase ALOX12 (Homo sapiens), P18054; purified 12hLO, xylenol orange hydroperoxide absorbance; Potency, µM (doses to about 108 µM), inactives show top-dose activity change, negative = inhibition, most hits filed as inhibitors; 580,000 tested, 1.1% active; AID 1671190, 2021; active = well fitted inhibition curve with a large enough effect; inconclusive = small, poorly fitted or top-dose-only effect, or another doubt; inactive = no such curve, though single readings can be large or run the other way
Target sequence (P18054 whole entry, looked up): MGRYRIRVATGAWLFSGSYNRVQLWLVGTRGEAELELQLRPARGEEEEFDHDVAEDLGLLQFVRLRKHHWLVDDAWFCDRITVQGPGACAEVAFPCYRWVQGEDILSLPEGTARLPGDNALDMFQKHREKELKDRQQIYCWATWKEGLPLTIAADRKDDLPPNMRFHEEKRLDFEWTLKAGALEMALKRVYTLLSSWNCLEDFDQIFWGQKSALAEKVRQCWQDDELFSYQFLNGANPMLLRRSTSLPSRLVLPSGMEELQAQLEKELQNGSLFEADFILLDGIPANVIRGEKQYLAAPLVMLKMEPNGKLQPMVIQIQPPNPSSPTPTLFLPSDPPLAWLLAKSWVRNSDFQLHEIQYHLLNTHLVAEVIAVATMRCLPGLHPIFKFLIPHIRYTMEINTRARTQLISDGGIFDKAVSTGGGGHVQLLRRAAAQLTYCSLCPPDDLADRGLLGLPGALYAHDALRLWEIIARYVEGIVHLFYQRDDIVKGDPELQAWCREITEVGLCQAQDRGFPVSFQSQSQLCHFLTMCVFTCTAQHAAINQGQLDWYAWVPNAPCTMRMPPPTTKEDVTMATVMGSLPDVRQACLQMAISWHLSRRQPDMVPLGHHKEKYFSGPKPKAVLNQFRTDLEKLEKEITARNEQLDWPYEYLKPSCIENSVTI
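Hydroperoxide product was detected by ferrous iron/xylenol orange as the 573 to 405 nm absorbance ratio. Arachidonic acid at 40 uM (final) was turned over for 30 min at room temperature by 150 nM human 12hLO, pH 7.0 Hepes buffer, after 15 min compound preincubation.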
Numbers without * were called inactive; [ ] = another dose, or the depositor's remark. % is scaled to controls: 0 for no effect and ±100 for the full control effect; potency is read from the fitted curve at half-maximal effect. A portion of the library; count on the stated rates, not on these rows.

COCCN1Cc2ccc(NCC(C)C)nc2C(C)(C(=O)Nc2ccccc2)C1 (stereo not given) was read as ALOX12 inh 1%[176 µM].
COc1cccc(-c2cc(C3CCN(C(=O)c4ccc(Cl)cc4)CC3)[nH]n2)c1 was read as ALOX12 inh 10%.
CCOc1ccc(C(=O)OCc2c(Cl)cccc2Cl)cc1OC was read as ALOX12 inh -4%.
`Cc1ccc(NC(=O)NCCc2ncc(C)n2CC2CC2)cc1C` gave ALOX12 inh 3%.
For Cc1cnc(C(=O)Nc2cc(Cl)c(NC(=O)c3ccc(S(C)(=O)=O)cc3)c(Cl)c2)cn1 the results were ALOX12 inh inconclusive.
CC(CCc1ccccc1)NC(=O)c1cc2c(Cl)nc3ccccc3c2s1 (stereo not given) was read as ALOX12 inh inconclusive.
Screening O=C(Cc1ccc(C(F)(F)F)cc1)N1CC(COc2ccccc2)C2(C1)CN(C(=O)c1cn[nH]c1)C2 (stereo not given) returned ALOX12 inh 44%[activator].
`CC1CCc2nc3sc4c(c3c(-c3ccc(Cl)cc3)c2C1)CCC4` (stereo not given) gave ALOX12 inh inconclusive.
Screening O=C(NC1CCCCCC1)c1nn(-c2ccccc2)c(=O)c2ccccc12 returned ALOX12 inh 12%.
Screening CC(C)C(=O)Nc1ccc(Br)cc1F returned ALOX12 inh -8%.
Cc1cccc(NC(=O)C2CCCN(S(=O)(=O)Cc3ccc(F)cc3)C2)c1C (stereo not given) was read as ALOX12 inh -5%.
`O=C(Nc1cc(F)ccc1F)C1CCN(c2nc3ccccc3o2)CC1` gave ALOX12 inh -3%.
CNC(=O)CCn1ncc2cc(OC3CCc4cccc(-c5ccnc(C)c5)c43)ccc21 (stereo not given) was read as ALOX12 inh 13%[176 µM].
CCN1CCC2(CC1)OCCN2C(=O)c1cc(=O)c2ccccc2o1 was read as ALOX12 inh -8%.
COc1cc(SC)ccc1C(=O)OC(C)C(=O)c1ccccc1 (stereo not given) was read as ALOX12 inh -3%.
`Cc1ccccc1Cn1cc(-c2ccncc2)cc1C(=O)N1CCN(C2CCCCC2)CC1` gave ALOX12 inh -7%.
For Cc1nc(SCC(=O)Nc2cccc3ccccc23)oc1C the results were ALOX12 inh inconclusive.
O=C(CC1CCCCC1)Nc1ccc2c(c1)-c1ccccc1C2 was read as ALOX12 inh 15%.
`C=CCSc1nc2c(c(=O)[nH]c(=O)n2C)n1CC(=C)C` gave ALOX12 inh 6%.
Screening CN(Cc1nc2ccc(F)cc2[nH]1)C(=O)CCc1cc2n(n1)CCCNC2 returned ALOX12 inh inconclusive.
Screening COc1cccc(C2(CC(=O)N3CCN(c4ccccn4)CC3)CC(=O)N(C3CCCC3)C2=O)c1 (stereo not given) returned ALOX12 inh 4%.
Screening Cc1ccc(NC(=O)N2CCCC(Cn3cnc4cccnc43)C2)cc1C (stereo not given) returned ALOX12 inh 29%.
CN1CC(=O)N(c2ccccc2F)Cc2c(NCC(C)(C)C)ncnc21 was read as ALOX12 inh 34%[activator].
`CCOCCn1c(-n2nc(C)cc2C)nc2c1c(=O)n(Cc1ccccc1F)c(=O)n2C` gave ALOX12 inh 0%.
`Cc1cccc(NC(=O)c2oc3ccccc3c2NC(=O)c2nn(-c3ccc(F)cc3)ccc2=O)c1` gave ALOX12 inh inconclusive.
`C=CC[N+](C)(C)CC(=O)OC1CC2CCC1(C)C2(C)C` (stereo not given) gave ALOX12 inh inconclusive.
Screening O=C(O)CC(Cc1ccc(Cl)cc1)C(=O)O (stereo not given) returned ALOX12 inh -21%.
`O=C1CCN(S(=O)(=O)c2ccccc2)CCCN(S(=O)(=O)c2ccccc2)CCN1` gave ALOX12 inh 0%.
Screening CC1=C(C(=O)N(C)C)CC(CC(=O)NC2CC2)C(=O)N1Cc1ccc(C(C)(C)C)cc1 (stereo not given) returned ALOX12 inh 22%.
`CCCCCCNC(=O)Cc1csc2nc(C)c(-c3cc(C)n(-c4cccc(C)c4)n3)c(=O)n12` gave ALOX12 inh 26%.
COc1ccc(-c2cc(-c3c(C)noc3C)c3cncn3c2)cc1OC was read as ALOX12 inh inconclusive.
Screening O=C(NCCCc1ncc[nH]1)c1ccc(OC2CCN(C(=O)C3CC3)CC2)cc1 returned ALOX12 inh 30%.
`CN(C)C(=O)CNS(=O)(=O)c1ccc(F)c(F)c1` gave ALOX12 inh -5%.
`COc1ccc(-c2noc([C@@H]3Cc4nc[nH]c4CN3C(=O)CC(C)(C)CC(=O)O)n2)cc1` gave ALOX12 inh 6%.
O=C(c1cccc(F)c1)N1CCN(C(=O)c2nnn3c2COC(c2ccc(Cl)cc2)C3)CC1 (stereo not given) was read as ALOX12 inh 16%.
Screening NC1=CC(=O)CC1 returned ALOX12 inh 13%.
Screening COc1cc(NC(=O)CCN2CCCCCC2=O)ccc1NC(=O)C(C)(C)C returned ALOX12 inh 11%.
Screening O=C(CCc1ncc(-c2ccccc2)o1)NCCc1cccc(F)c1 returned ALOX12 inh -4%.
CC(=O)Nc1ccc(SCC(O)COc2ccccc2C(C)(C)C)cc1 (stereo not given) was read as ALOX12 inh inconclusive.
Screening O=C(Cc1cccc(F)c1)N1CCC2(CC1)NC(=O)N(Cc1ccccc1)C2=O returned ALOX12 inh -2%.

Sorted by SMILES length (low to high): 6 of the compounds above.
`CN(C)C(=O)CNS(=O)(=O)c1ccc(F)c(F)c1` gave ALOX12 inh -5%.
`O=C(Nc1cc(F)ccc1F)C1CCN(c2nc3ccccc3o2)CC1` gave ALOX12 inh -3%.
COc1ccc(-c2cc(-c3c(C)noc3C)c3cncn3c2)cc1OC was read as ALOX12 inh inconclusive.
Screening O=C(NC1CCCCCC1)c1nn(-c2ccccc2)c(=O)c2ccccc12 returned ALOX12 inh 12%.
Screening O=C(Cc1cccc(F)c1)N1CCC2(CC1)NC(=O)N(Cc1ccccc1)C2=O returned ALOX12 inh -2%.
`CCOCCn1c(-n2nc(C)cc2C)nc2c1c(=O)n(Cc1ccccc1F)c(=O)n2C` gave ALOX12 inh 0%.

(more compounds)
`O=C(N[C@@H]1CN(c2ccncn2)C[C@H]1CO)c1ccco1` gave ALOX12 inh 13%.
For Cc1ccccc1-c1ccc(CN2CCc3nnc(CNC(=O)c4ccccn4)n3CC2)cc1 the results were ALOX12 inh 17%.
For Cc1ccc(C(=O)N2CCC(n3cc(-c4nc(C)no4)nn3)C2)cc1 (stereo not given) the results were ALOX12 inh 14%.
For Cc1cc(Cl)ccc1C(=O)C1CCCN(C(=O)c2ccc3c(c2)OCO3)C1 (stereo not given) the results were ALOX12 inh inconclusive.
`Cc1cc(N2CCN(Cc3ccc(F)c(F)c3)C(CCO)C2)nc(N)n1` (stereo not given) gave ALOX12 inh -7%.
`O=C(c1ccc(CN2C(=O)NC3(CCS(=O)(=O)CC3)C2=O)cc1)N1CCOCC1` gave ALOX12 inh inconclusive.
`CN1CCNc2nc(CNc3cccc(F)c3)n(Cc3ccccc3)c2C1=O` gave ALOX12 inh 30%[activator][176 µM].
`O=C(Cc1ccc(Cl)cc1)NC1CCN(c2cc(-c3ccc(F)cc3)[nH]n2)CC1` gave ALOX12 inh -1%.
Cc1ccc(CNC(=O)c2ccc(S(=O)(=O)N3CCCCCC3)cc2)cc1 was read as ALOX12 inh -6%.
CC(C)CC1O[C@@H](C)[C@@H]2CN3CCc4c([nH]c5ccccc45)[C@@H]3C[C@@H]2N1C (stereo not given in full) was read as ALOX12 inh 19%.
For COc1ccc(C)cc1NC(=O)Cn1ccn2nc(-c3ccc(F)cc3)c(CO)c2c1=O the results were ALOX12 inh -12%.
`CN(C)C[C@@H]1CN(C(=O)c2ccc3c(c2)OCC(=O)N3)C[C@@H]1CO` gave ALOX12 inh 28%.
Screening CC(C)(C)OC(=O)N1CCN(C(C(=O)O)c2c[nH]c3ccc(Cl)cc23)CC1 (stereo not given) returned ALOX12 inh 29%.
For CCN(CC)C(=S)SC(C)c1nc(N)nc(N(C)C)n1 (stereo not given) the results were ALOX12 inh 17%.
`C[C@@H]1CN(C(=O)c2ccc(Cn3cnnn3)cc2)C[C@@]1(O)C1CCC1` gave ALOX12 inh -6%.
CCCNC(=O)N1Cc2ccccc2OC2(CCN(C)CC2)C1 was read as ALOX12 inh 34%.
For CCCCNC(=O)C1c2ccccc2OCC(=O)N1CCCN1CCOCC1 (stereo not given) the results were ALOX12 inh -23%.
`O=C(CSc1ncc(-c2ccc(F)cc2)o1)NC1CCCC1` gave ALOX12 inh -25%.
Cc1ccc(CS(=O)Cc2ccccc2F)cc1 (stereo not given) was read as ALOX12 inh -40%.
Screening Cn1c(-c2cccc(C(F)(F)F)c2)cc2cnc(Nc3ccc4c(c3)OCCO4)cc21 returned ALOX12 inh -29%.

Quoted at random: 2 entries already listed, in no set order.
Screening CC(C)(C)OC(=O)N1CCN(C(C(=O)O)c2c[nH]c3ccc(Cl)cc23)CC1 (stereo not given) returned ALOX12 inh 29%.
For Cc1ccc(C(=O)N2CCC(n3cc(-c4nc(C)no4)nn3)C2)cc1 (stereo not given) the results were ALOX12 inh 14%.

More results:
Screening CC(=O)c1c[nH]cc1C returned ALOX12 inh 17%.
Screening CCCCCn1nc(C(=O)OCC(=O)Nc2cc(C)on2)c2ccccc2c1=O returned ALOX12 inh inconclusive.
Screening O=C1c2[nH]nc(-c3ccccc3O)c2C(c2ccccc2F)N1CCCO (stereo not given) returned ALOX12 inh -3%.
Screening O=C(O)CNS(=O)(=O)c1ccc(Br)cc1Cl returned ALOX12 inh -42%.
`O=C(c1ccccn1)N1CCC2(CC1)CN[S+](=O)([O-])c1ccccc1N2` gave ALOX12 inh 37%.
`CCN(C1CCOCC1)C1CN(C(=O)c2cnccn2)C1` gave ALOX12 inh 43%[activator].
For Cc1ccc(/C(C#N)=C\c2cc(C)n(C)c2C)cc1 the results were ALOX12 inh inconclusive.
`CCC(CC)C(=O)Nc1c(C)cc(C)cc1C` gave ALOX12 inh -16%.
For O=C1NC(c2cccc(C(F)(F)F)c2)c2c(-c3ccccc3)n[nH]c21 (stereo not given) the results were ALOX12 inh 4%.
`Cc1cccc(COC[C@H](CC(C)C)N2CCN(C(=O)c3ccc(C(C)(C)C)cc3)CCC2=O)c1` gave ALOX12 inh inconclusive.
Cc1ccc(OCC(=O)N2CC(C(=O)NCCc3ccncc3)C3(CCOCC3)C2)cc1 (stereo not given) was read as ALOX12 inh 3%.
`NC(=O)CC1=C2CCCCC2N(Cc2ccccc2)C1=O` (stereo not given) gave ALOX12 inh 35%[activator].
For COc1cccc(C2=NN3C(C2)c2cccc(OC)c2OC32CCN(S(C)(=O)=O)CC2)c1 (stereo not given) the results were ALOX12 inh inconclusive.
For Cc1cc(C(=O)N2C[C@@H](CO)[C@H](c3ccccn3)C2)on1 the results were ALOX12 inh 54%[activator].
CC(C)(C)c1ccc(CC(=O)N2CCC2(C)C(=O)NS(=O)(=O)c2ccc(C#N)cc2)cc1 (stereo not given) was read as ALOX12 inh inconclusive.
Screening Cc1ccc(C(=O)N2CCc3nc(C(C)C)nc(-c4ccc(O)cc4)c3CC2)cc1 returned ALOX12 inh -8%.
For O=S1(=O)CC(N2CC=CC2)CN1Cc1cn(Cc2ccccc2)nn1 (stereo not given) the results were ALOX12 inh 0%.
N#Cc1ccc(C(=O)Nc2ccc([C@@H](O)[C@H]3COCC(=O)N3Cc3ccccc3F)cc2)cc1 was read as ALOX12 inh 27%.
`CC(C)CCN1CCOc2cc(C(=O)Nc3ccc4cn[nH]c4c3)ccc2C1` gave ALOX12 inh 41%[activator][176 µM].
Screening CCc1ccccc1NC(=O)c1nc(-c2ccccc2)oc1C returned ALOX12 inh 5%.
For Cc1ccc(-c2nc(CNC(=O)C(C)CN)[nH]c2-c2ccccn2)cc1 (stereo not given) the results were ALOX12 inh 66%[activator].
Screening CCOc1ccc(C2CCCN2S(=O)(=O)CCN(C)S(=O)(=O)c2ccc(F)cc2)cc1 (stereo not given) returned ALOX12 inh -7%.
Cc1nn(CC(=O)NCCO)c(=O)c2ccccc12 was read as ALOX12 inh 21%.
For CC1Sc2ccc(C(=O)Nc3nc(-c4cccnc4)cs3)cc2NC1=O (stereo not given) the results were ALOX12 inh 42%[activator].
For Cc1cccc(C)c1NC(=O)CSc1nc(CN(C)C)nc2ccccc12 the results were ALOX12 inh -1%.
For CC(C)CCCC1CN(C(=O)CCN2CCCO2)CCO1 (stereo not given) the results were ALOX12 inh 35%[activator].
Screening CN1C(=O)C(CC(=O)NC2CCCCC2)Sc2ncccc21 (stereo not given) returned ALOX12 inh 25%.
Cc1ccc(OCCOc2ccc3ccc(=O)oc3c2)cc1 was read as ALOX12 inh -7%.
`COc1cccc2cc(S(=O)(=O)N3CCCCCC3)c(=O)oc12` gave ALOX12 inh 0%.
Screening COC(=O)c1ccc(C)c(S(=O)(=O)NCc2ccc(N3CCCC3)nc2)c1 returned ALOX12 inh inconclusive.
For COc1cccc(CC(=O)NCC2Cn3cccc3C(=O)N2CC(C)C)c1 (stereo not given) the results were ALOX12 inh 8%.
CC(C)CN1C(=O)c2cccn2CC1C(=O)NCCCN1CCOCC1 (stereo not given) was read as ALOX12 inh 8%.
For CC1(c2ccccc2)N(Cc2ccccc2C#N)C(=O)OC12CCN(C(=O)CCc1cccnc1)CC2 (stereo not given) the results were ALOX12 inh 84%[activator].
Screening CCOc1ccccc1NC(=O)NC1CCN(C(=O)N2CC3CC(C2)[C@H]2CCCC(=O)N2C3)CC1 (stereo not given in full) returned ALOX12 inh 12%.

Gathered by group, the entries above containing a furan ring, fused or not.
`Cc1cccc(NC(=O)c2oc3ccccc3c2NC(=O)c2nn(-c3ccc(F)cc3)ccc2=O)c1` gave ALOX12 inh inconclusive.
`O=C(N[C@@H]1CN(c2ccncn2)C[C@H]1CO)c1ccco1` gave ALOX12 inh 13%.
